Bioassay records (PubChem)
CHRM5 antagonist: human M5 muscarinic receptor antagonists, primary screen, CHO cells, Fluo-8 calcium fluorescence; Muscarinic acetylcholine receptor M5 (Homo sapiens), P08912; CHO-hM5 cells, ACh EC80; inhibition, % at 3 µM; 0.59% of 360,000 active; AID 624040, 2012;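 active means inhibition above a per-plate cutoff, the mean of that plate's test compounds plus 3 SD, cut at about 27% in these data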;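 further: 0% = acetylcholine EC80 with DMSO and 100% = DMSO without agonist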
CHRM4 agonist: human M4 muscarinic receptor agonists, primary screen, CHO-K1 cells, Fluo-8 calcium fluorescence. Muscarinic acetylcholine receptor M4 (Homo sapiens), P08173. CHO-K1 hM4/Gqi5; vehicle 0%, full acetylcholine response 100%. activation, % at 3 µM. 0.14% of 360,000 active. AID 624127, 2012;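 active means activation above the run mean over all test wells plus 3 SD, cut at about 32% in these data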;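 further: peak over basal fluorescence ratio per well then scaled between controls; 0% = DMSO wells and 100% = acetylcholine at EC100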
Target sequence (P08173 whole entry, looked up): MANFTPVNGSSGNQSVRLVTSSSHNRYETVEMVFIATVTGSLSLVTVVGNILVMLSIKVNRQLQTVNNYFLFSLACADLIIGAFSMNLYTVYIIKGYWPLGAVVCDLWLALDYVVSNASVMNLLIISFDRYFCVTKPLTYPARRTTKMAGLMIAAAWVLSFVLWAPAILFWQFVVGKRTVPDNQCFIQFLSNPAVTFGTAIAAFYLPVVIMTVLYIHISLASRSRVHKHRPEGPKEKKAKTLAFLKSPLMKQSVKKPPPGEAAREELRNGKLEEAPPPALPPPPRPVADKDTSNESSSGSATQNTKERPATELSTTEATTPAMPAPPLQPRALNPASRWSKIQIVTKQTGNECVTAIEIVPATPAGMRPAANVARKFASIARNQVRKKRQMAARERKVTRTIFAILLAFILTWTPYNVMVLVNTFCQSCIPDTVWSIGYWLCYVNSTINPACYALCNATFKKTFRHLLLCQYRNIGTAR
M1 ag: human M1 muscarinic receptor agonists, primary screen, Fluo-8 calcium fluorescence, CHO-K1 cells, HTS | 0.33% of 360,000 active | Muscarinic acetylcholine receptor M1 (Homo sapiens), P11229 | activation, % at 3 µM | CHO-K1 hM1, agonist mode; 0% DMSO, 100% acetylcholine EC100;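 active means activation above the run's mean compound activation plus 3 SD, cut at about 16% in these data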;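 further: peak over basal fluorescence ratio within a 140 s kinetic read after compound addition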
Target sequence (P11229 whole entry, looked up): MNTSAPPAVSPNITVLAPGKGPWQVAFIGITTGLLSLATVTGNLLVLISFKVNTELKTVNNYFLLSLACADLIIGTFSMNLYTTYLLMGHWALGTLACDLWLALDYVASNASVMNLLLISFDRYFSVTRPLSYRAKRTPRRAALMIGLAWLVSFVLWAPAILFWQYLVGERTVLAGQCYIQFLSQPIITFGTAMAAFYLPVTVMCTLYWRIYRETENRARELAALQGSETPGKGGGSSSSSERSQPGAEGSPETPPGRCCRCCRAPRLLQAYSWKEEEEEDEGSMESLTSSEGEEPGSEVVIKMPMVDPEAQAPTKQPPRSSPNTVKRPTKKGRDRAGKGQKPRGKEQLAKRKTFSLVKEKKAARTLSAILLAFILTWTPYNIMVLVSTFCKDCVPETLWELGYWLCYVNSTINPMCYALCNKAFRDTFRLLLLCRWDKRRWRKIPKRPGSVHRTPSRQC
M5 PAM: human M5 muscarinic receptor positive allosteric modulators, primary screen, CHO-K1 cells, Fluo-8 calcium fluorescence; CHO-K1 hM5, ACh EC20 PAM; 0% = ACh EC20, 100% = ACh EC100; 0.3% of 360,000 active; AID 624038, 2012; activation, % at 3 µM;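 active means activation above the run cutoff, the mean activation of all test compounds plus 3 SD, cut at about 18% in these data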
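system = human M5 receptor in CHO-K1 cells | reagent = EC20 acetylcholine as agonist stimulus | compound dosing = single-point, 3 µM nominal | incubation = Fluo-8 loading 80 min at 37 °C plus 30 min room temperature | detection = Fluo-8 calcium dye fluorescence, kinetic read | benchmarks = low control EC20 acetylcholine (0%), high control EC100 acetylcholine (100%)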
M4 antag: human M4 muscarinic receptor antagonists, primary screen, CHO cells, Fluo-8 calcium fluorescence; inhibition, % at 3 µM; Muscarinic acetylcholine receptor M4 (Homo sapiens), P08173; CHO-hM4 cells, ACh EC80; AID 624125, 2012; 0.73% of 360,000 active;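 active means inhibition above its plate's cutoff, the mean inhibition of sample wells plus 3 SD, cut at about 27% in these data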;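 further: 0% = acetylcholine EC80 with DMSO and 100% = DMSO without agonist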
M5 ag: human M5 muscarinic receptor agonists, primary screen, CHO-K1 cells, Fluo-8 calcium fluorescence | Muscarinic acetylcholine receptor M5 (Homo sapiens), P08912 | CHO-K1 hM5 cells; 0% DMSO wells, 100% maximal acetylcholine response | activation, % at 3 µM | 0.19% of 360,000 active;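 active means activation above the run's mean over test compounds plus 3 SD, cut at about 23% in these data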;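 further: signal is peak over basal fluorescence ratio across the kinetic read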
TAAR1 ag: human TAAR1 agonists, primary screen, Fluo-8 calcium fluorescence, CHO RD-HGA16 cells | Trace amine-associated receptor 1 (Homo sapiens), Q96RJ0 | vehicle wells 0%, saturating PEA agonist 100% | activation, % at 3 µM | 0.99% of 360,000 active;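 active means activation above the mean activation of all test compounds in the run plus 3 SD, cut at about 38% in these data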
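Benchmarks: low control DMSO, high control PEA (EC100); System: CHO RD-HGA16 cells carrying human TAAR1 plus Gα16; Detection: Fluo-8 fluorescence, 5 s baseline then 140 s kinetic read; Schedule: 17-24 h plating, Fluo-8 75 min 37 °C, 30 min RT; Read-out basis: % activation from peak over basal fluorescence ratio, DMSO-to-PEA scaled.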
M1 antag: human M1 muscarinic receptor antagonists, primary screen, CHO-K1 cells, Fluo-8 calcium fluorescence, 1536-well; Muscarinic acetylcholine receptor M1 (Homo sapiens), P11229; inhibition, % at 3 µM; 1.3% of 360,000 active; AID 588852, 2011; CHO-K1 hM1, ACh EC80 antagonist;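 active means percent inhibition above its own plate's cutoff, namely the mean of that plate's compound wells plus 3 SD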;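 further: peak over basal fluorescence ratio during 140 s after agonist addition; 0% = ACh EC80 plus DMSO and 100% = DMSO alone without agonist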
CHRM1 PAM: human M1 muscarinic receptor positive allosteric modulators, primary screen, CHO-K1 cells, Fluo-8 calcium fluorescence, 1536-well. Muscarinic acetylcholine receptor M1 (Homo sapiens), P11229. CHO-K1 hM1, ACh EC20; 0% = ACh EC20, 100% = maximal ACh. activation, % at 3 µM. 0.088% of 360,000 active. AID 588819, 2011; in the data active means activation above about 19%, passing the limit was not always enough
The depositor's hits bear a star; x = no result given. The list is partial; count on the stated rates, not on these rows.

SMILES | CHRM5 antagonist | CHRM4 agonist | M1 ag | M5 PAM | M4 antag | M5 ag | TAAR1 ag | M1 antag | CHRM1 PAM
CC(C)CN1CCC(CN(C)Cc2nc(-c3cnccn3)no2)CC1 | 12 | 0 | -7 | -7 | -2 | -7 | 3 | -15 | 11
O=C(Nc1cccc(C(F)(F)F)c1)c1cccnc1N1CCN(c2ccccc2)CC1 | 1 | 0 | 4 | -15 | 3 | -2 | 1 | -12 | 14
C=CCn1c(C(CC)CC)nc2ccccc21 | 6 | -1 | -8 | -1 | 5 | -7 | 0 | -15 | 9
CCCNc1c(NS(=O)(=O)c2ccc(NC(=O)CC)cc2)c(=O)oc2ccccc12 | 0 | 11 | -1 | -4 | 0 | 0 | 6 | 14 | -9
Cc1ccc(N2CCN(S(=O)(=O)N3CCCCC3)CC2)cc1C | 3 | 4 | -2 | 12 | -15 | 5 | 5 | -14 | 11
O=c1c2cc(Br)ccc2nc(-c2cccc(C(F)(F)F)c2)n1O | 7 | 0 | 25* | 1 | -6 | -1 | 46* | -5 | 0
CCCNC(=O)CN1C(=O)COc2ccc(S(=O)(=O)N3CCCCCC3)cc21 | 6 | 0 | -4 | 2 | 3 | -2 | -1 | -5 | 7
O=C(NCCc1nnc2ccc(NCCCN3CCOCC3)nn12)c1ccccc1 | 17 | 2 | -1 | -2 | 0 | -5 | 0 | -16 | 15
CCOc1ccc(NC(=O)CSc2ccc3nnc(-c4ccccn4)n3n2)cc1 | 3 | 0 | 0 | -4 | -12 | -4 | -1 | -12 | 8
COc1cc(CNCc2ccccn2)ccc1OCC(=O)NC1CCCCC1 | 12 | 1 | -11 | -9 | -5 | -4 | 2 | -11 | -1
O=c1nc(N(c2ccccc2)c2ccccc2)[nH]c(=O)[nH]1 | -1 | 2 | -3 | -6 | 8 | 1 | 2 | -2 | 0
CN1/C(=C\C(=O)CSc2nncn2C)C(C)(C)c2ccccc21 | -1 | 3 | -6 | 2 | -4 | 2 | 0 | -1 | 0
COc1cccc(/C=C2/SC(=S)N(CCC(=O)N3CCOCC3)C2=O)c1 | -11 | 6 | -2 | 2 | -9 | 3 | 6 | 4 | 2
NC(=O)c1ccccc1NC(=O)COc1ccc(Cl)cc1 | 17 | 4 | -1 | -6 | 0 | -1 | 4 | -10 | 5
O=C(CNC(=O)c1ccccc1F)NCCN1C(=O)S/C(=C\c2ccccc2Cl)C1=O | 16 | 12 | -2 | -10 | 8 | 1 | 6 | 1 | -2
CN(C(=O)COC(=O)c1cc(-c2ccco2)nc2ccccc12)C1CCS(=O)(=O)C1 (stereo unspecified) | 7 | 1 | -3 | 2 | -5 | 4 | 3 | -2 | 2
Clc1ccc(-c2cc(CN3CCOCC3)no2)cc1 | -1 | 1 | -4 | 0 | -5 | 2 | -1 | -13 | 8
CC(NC(=O)c1cncc(Br)c1)c1ccc(S(N)(=O)=O)cc1 (stereo unspecified) | 6 | 0 | -3 | -6 | -2 | 1 | 8 | -10 | -5
Cc1cccc(NC(=O)C2CCCN(C(=O)Nc3ccccc3)C2)c1C (stereo unspecified) | -4 | 1 | -5 | -1 | -23 | -3 | 5 | -10 | 6
COc1ccc(CCC(=O)OCC(=O)NCc2ccc3c(c2)OCO3)cc1 | 4 | 2 | -3 | -2 | -7 | -2 | -2 | -3 | 8
CCN(CC)N=Nc1ccc(S(N)(=O)=O)cc1 | 8 | 1 | -2 | 0 | 1 | 1 | 4 | -2 | 4
O=S(=O)(c1ccc(Cl)cc1)N1CN(CC2CCCO2)c2nc3ccccc3nc21 (stereo unspecified) | -9 | 1 | -2 | 3 | 2 | -1 | 2 | -11 | 14
CC(=O)NC(Cc1ccc(C)cc1)C(=O)NC1CCN(C(=O)c2cnccn2)CC1 (stereo unspecified) | 2 | 0 | -3 | -2 | -4 | -4 | 1 | 3 | 0
COc1cc(OC)c(OC)cc1CN1CCN(c2ccccc2OC)CC1 | -1 | 0 | -14 | -2 | 1 | -2 | 5 | -4 | 1
CCn1ccc(C(=O)Oc2ccc(Cl)cc2)n1 | -5 | 0 | -6 | 5 | -2 | -5 | 0 | -3 | 4
O=C(COc1ccc(Br)cc1CNCCCN1CCOCC1)Nc1ccccc1 | 12 | 2 | -10 | -4 | 11 | -4 | 6 | -1 | 7
Cc1cc(OC(C)C(=O)NCc2ccccn2)c2c(C)c(C)c(=O)oc2c1 (stereo unspecified) | 10 | 0 | 0 | 0 | -2 | -3 | -1 | -16 | 13
COc1ccc(C(C)C)cc1S(=O)(=O)n1ccnc1C | 0 | 1 | -4 | 1 | -8 | -1 | -1 | 1 | -1
Cc1ccc(-c2nnc(-c3cccc(Br)c3)o2)cc1 | 9 | 0 | -3 | -1 | -4 | -4 | 8 | -15 | 0
CCOc1ccccc1N1C(=O)CC(N(O)c2ccccc2)C1=O (stereo unspecified) | 3 | 7 | -10 | -3 | -3 | -2 | 5 | 7 | -7
O=C(NCCC(=O)N1CCCCCCC1)c1ccc(Br)cc1 | 8 | 2 | -5 | 2 | -3 | 3 | 2 | -5 | 3
COCCCN(C(=O)CCSc1ccc(F)cc1)c1c(N)n(Cc2ccccc2)c(=O)[nH]c1=O | -18 | 0 | 0 | -5 | -12 | -1 | 2 | -15 | 5
COc1ccc(CNC(=O)CCCC(=O)n2nc(C)c3ccccc32)cc1 | 8 | 6 | -1 | -3 | -7 | -2 | -3 | 4 | 6
CCOC(=O)C1CCN(c2cc3c(cc2NC(=O)c2ccccc2F)n(C)c(=O)n3C)CC1 | -13 | 4 | -2 | 14 | 6 | -3 | 4 | -12 | 3
Cc1ccc2nc(SCC(=O)Nc3cccc(S(=O)(=O)NC4=NCCCCC4)c3)[nH]c2c1 | 4 | 4 | -5 | -5 | -8 | -6 | 0 | -8 | 2
O=C(O)CCCn1cc(NC(=O)c2ccc(F)cc2)cn1 | -7 | 0 | -6 | 1 | 24 | 2 | 1 | -7 | 7
COc1ccc(-c2cc(CCCC(=O)NCCc3ccc(OC)cc3OC)no2)cc1 | 8 | 6 | -3 | -9 | -1 | 3 | 12 | 8 | -13
CCCCNC(=S)Nc1ccc(Oc2ccccc2)cc1 | 10 | 4 | -3 | -7 | 5 | -1 | 12 | 7 | -5
O=[N+]([O-])CC1(n2nc3ccccc3n2)CCCCC1 | 18 | -1 | -1 | -1 | 3 | -2 | x | -2 | 7
CCC(=O)c1c[nH]c(C(=O)NCc2ccco2)c1 | -2 | 3 | -2 | -2 | -3 | 1 | 7 | -5 | 4

Compound profiles, as listed above.
`O=C(O)CCCn1cc(NC(=O)c2ccc(F)cc2)cn1` as listed: CHRM5 antagonist = -7; CHRM4 agonist = 0; M1 ag = -6; M5 PAM = 1; M4 antag = 24; M5 ag = 2; TAAR1 ag = 1; M1 antag = -7; CHRM1 PAM = 7
`CCC(=O)c1c[nH]c(C(=O)NCc2ccco2)c1` as listed: CHRM5 antagonist = -2; CHRM4 agonist = 3; M1 ag = -2; M5 PAM = -2; M4 antag = -3; M5 ag = 1; TAAR1 ag = 7; M1 antag = -5; CHRM1 PAM = 4

Additional results follow.
SMILES | CHRM5 antagonist | CHRM4 agonist | M1 ag | M5 PAM | M4 antag | M5 ag | TAAR1 ag | M1 antag | CHRM1 PAM
ClCc1cc2ccccc2nc1Cl | 10 | 1 | -4 | 1 | 1 | 1 | 2 | 1 | 5
CCCOc1ccc(C(=O)N2CC3(CC(c4cccc(NC(=O)[C@@H]5CCC(=O)N5)c4)=NO3)C[C@H]2C(=O)NC2(C(N)=O)CC2)cc1 (stereo partly specified) | 8 | 0 | -1 | 2 | -8 | 1 | 0 | -6 | 6
CCOCc1nnc(NC(=O)CS(=O)(=O)c2ccc(C)cc2)s1 | 17 | 0 | -3 | 0 | 6 | -1 | 1 | -9 | 6
CC(Nc1cc(N2CCN(S(C)(=O)=O)CC2)ccc1[N+](=O)[O-])c1ccccc1 (stereo unspecified) | 1 | 3 | -7 | -2 | -5 | 1 | -1 | -8 | 4
Nn1c(SCC(=O)NC2CCCCCC2)nnc1C(F)(F)F | 2 | 7 | -1 | -1 | -5 | 5 | 2 | -7 | 4
C/C(=C\c1ccccc1)C(=O)c1c(C)cc(C)[nH]c1=O | -5 | 1 | -8 | 7 | 6 | 0 | 1 | 0 | 2
O=C(NCc1ccccc1)c1cc(C2CCCN(C(=O)CCCc3ccccc3)C2)on1 (stereo unspecified) | -5 | 6 | -5 | -2 | -2 | -1 | 2 | 8 | -10
O=C(CSc1ncccc1-c1nc2ccccc2[nH]1)N1CCN(c2ccccc2F)CC1 | 0 | 6 | -6 | -1 | 7 | -1 | 14 | -6 | 4
Cc1cc(C)nc(NS(=O)(=O)c2ccc(NC(=O)Cc3ccccc3F)cc2)n1 | 4 | 0 | -5 | 3 | -4 | -1 | 1 | -12 | 11
COc1ccc(N2CCN(C(=O)CCC(=O)N3CC(C)Oc4ccccc43)CC2)cc1 (stereo unspecified) | 2 | 3 | -3 | -4 | 1 | 2 | 0 | 11 | -7
Cn1c(=O)c2c(ncn2CC(=O)NC(C)(C)C)n(C)c1=O | -2 | 1 | -2 | 3 | 4 | 2 | 2 | -12 | -5
CC(=O)C1=C(C)N(CC2CC2)C(=O)N[C@H]1c1ccc(Br)cc1 | 6 | 1 | -10 | -5 | -4 | -8 | 8 | -1 | -3
COc1ccc(CCN=Cc2c(C)[nH]n(-c3ccc([N+](=O)[O-])cc3)c2=O)cc1OC | 0 | 3 | -7 | -2 | -5 | -2 | 4 | -10 | 13
Cc1cccc(NC(=O)CNC(=O)c2ccc(-n3cncn3)c([N+](=O)[O-])c2)c1C | 4 | 2 | -1 | -2 | -6 | 1 | 2 | -18 | 6
COc1ccccc1NS(=O)(=O)CC12CCC(CC1=O)C2(C)C (stereo unspecified) | -8 | 2 | -4 | 7 | -3 | 1 | 7 | -10 | 9
COc1ccc(CCn2c(NN=C3CCCC3)nc3c2c(=O)[nH]c(=O)n3C)cc1 | 13 | 0 | -5 | -2 | 4 | 0 | 0 | -8 | 7
COc1ccc(C(=O)O)cc1S(=O)(=O)N(C)CCc1ccccn1 | 4 | 0 | -1 | 7 | 6 | -1 | 3 | 2 | 4
